PGK inhibitor = T. brucei PGK inhibition; PGK/GAPDH coupled, Kinase-Glo luminescence, 60 min; Potency, µM (series often up to 57.5 µM), without a hit: at the top dose activity change, negative = inhibition, hits mostly inhibitors; 0.043% of 380,000 active; also: potency is read from the fitted curve at half-maximal effect; % is scaled to controls: 0 for no effect and ±100 for the full control effect; nearly all actives have a fitted effect of over 60% in size
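Luminescent ATP detection (Kinase-Glo Plus) follows a 60-minute room-temperature incubation, with wells lacking PGK as controls. Buffer: 100 mM TEA (pH 7.6), 5 mM MgCl2, 0.01% Tween-20. Coupling enzyme GAPDH (100 nM final) supplies unstable 1,3-BPG in-well.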
GLS inhibitor = inhibitors of human glutaminase (GLS) | O94925 | GLS enzymatic activity, qHTS titration | Potency, µM (top dose mostly 45.5 µM), without a hit: at the top dose activity change, negative = inhibition, hits mostly inhibitors | 0.21% of 410,000 active | AID 624170; also: potency is read from the fitted curve at half-maximal effect; % is scaled to controls: 0 for no effect and ±100 for the full control effect
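Compounds were pin-transferred onto hKGA, after which L-glutamine (1 mM solution) and a detection mix of glutamate oxidase, HRP and Amplex Red were added. Initial and 30 min RT fluorescence reads were collected.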
Pin1 inhibitor = blocks the human prolyl isomerase Pin1 | 0.009% of 390,000 active | Pin1 FP peptide displacement, HiFluor488, 10 min | Potency, µM (series often up to 115 µM), for the others: at the highest dose activity, negative = inhibition, hits mostly inhibitors | Q13526; active = well fitted inhibition curve with a large enough effect in the polarisation, with a control signal flat, not every such curve was filed as active; inconclusive = small, poorly fitted or top-dose-only effect, or effect the other way, or a change in a side signal; inactive = no such curve, though single readings can be large or run the other way; the % refers to the polarisation; also: potency is read from the fitted curve at half-maximal effect; % is scaled to controls: 0 for no effect and ±100 for the full control effect
PI4K2A block = PI4K2A (human) kinase inhibition; purified PI4K2A, ADP-Glo luminescence, 1 h; active compounds read low; activity change, negative = inhibition, % at 76.9 µM; 0.13% of 420,000 active; AID 1346378; in the data active = activity change below about -50%; inconclusive = mostly about -30% to -49%;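 also: -100% = wells without enzyme as full effect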
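Compounds are screened against recombinant PI4K2A using PI as substrate and ATP, the latter dispensed at 300 microM. Reactions run one hour at ambient temperature before ADP-Glo detection; full inhibition defined by wells lacking enzyme.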
G9a block = inhibitors of human histone lysine methyltransferase G9a; AID 504332; Potency, µM (doses to about 102 µM), for inactives: top-dose activity, negative = inhibition, usual class: inhibitors; G9a H3K9 monomethylation, AlphaScreen, 2 h; 8.8% of 350,000 active; also: potency is read from the fitted curve at half-maximal effect; % is scaled to controls: 0 for no effect and ±100 for the full control effect; nearly all actives have a fitted effect of over 75% in size
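Chemiluminescent proximity detection of H3K9 monomethylation, read after 10 min bead incubation in the dark. Reaction: 20 nM G9a, 500 nM biotin-H3K9 peptide, 20 uM SAM cofactor, 2 h, room temperature, following 15 min enzyme-compound preincubation.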
HP1b binding inh = blocks HP1-beta chromodomain binding to methylated histone tails; Potency, µM (series often up to 114 µM), for the others: at the top dose activity change, negative = inhibition, usual class: inhibitors; 0.56% of 390,000 active; AlphaScreen HP1-beta / biotin-H3K9me3 peptide binding; AID 540317; P83916; also: potency is read from the fitted curve at half-maximal effect; nearly all actives have a fitted effect of over 70% in size; inactives centre near 23
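HP1-beta protein (50 nM final) preincubated 30 min at room temperature with biotinylated H3(1-18)K9me3 peptide (50 nM) in PBS pH 7.4, 0.01% Tween-20, then compound added for 30 min. AlphaScreen streptavidin donor/nickel chelate acceptor beads (10 ug/mL final), 30 min dark, luminescence read.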
BAZ2B inh = BAZ2B (human) inhibition. Potency, µM (highest dose often 114 µM), for inactives: at the top dose activity change, negative = inhibition, most hits filed as inhibitors. 4.4% of 360,000 active. AID 504333. Q9UIF8. AlphaScreen BAZ2B-H3K14Ac peptide displacement; also: potency is read from the fitted curve at half-maximal effect; % is scaled to controls: 0 for no effect and ±100 for the full control effect; nearly all actives have a fitted effect of over 60% in size
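Inhibition is scored as reduced AlphaScreen emission. The BAZ2B/b-H3(5-23)K14Ac complex (50 nM each) in PBS pH 7.4, 0.01% Tween-20 meets compound (up to 110 uM) for 30 min at RT before bead addition.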
ERG-DNA inh = blocks human ERG Ets domain binding to DNA | fluorescence polarization, His-ERG Ets domain / labelled DNA | Potency, µM (titrated, usually from 76.9 µM), for inactives: at the top dose FP activity, negative = inhibition, hits mostly inhibitors | 0.028% of 370,000 active | AID 624246; active = well fitted inhibition curve with a large enough effect in the polarisation, with a control signal flat; inconclusive = small, poorly fitted or top-dose-only effect, or effect the other way, or a change in a side signal; inactive = no such curve, though single readings can be large or run the other way; the % refers to the polarisation;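 also: polarization taken with two DNA probes labelled with fluorescein and Texas red; potency is read from the fitted curve at half-maximal effect; % of control where 0% means no effect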
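His-tagged ERG Ets domain (1 uM in the protein solution; 300mM KCl, 50mM Tris-HCl, 1mM EDTA, 1mM DTT, pH 7.5) received compound, then a probe mix of 5 nM fluorescein-DNA and 100nM Texas-615-DNA. Fluorescence polarization was read for both dyes.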
JMJD2A Tudor inh = blocks the human JMJD2A Tudor domain; AID 504339; O75164; Potency, µM (doses to about 114 µM), for the others: top-dose activity change, negative = inhibition, hits mostly inhibitors; AlphaScreen JMJD2A-Tudor / H3K4me3 peptide binding; 4.4% of 390,000 active; also: potency is read from the fitted curve at half-maximal effect; % is scaled to controls: 0 for no effect and ±100 for the full control effect; nearly all actives have a fitted effect of over 50% in size
The depositor's hits bear a star; i = inactive; u = inconclusive; x = not tested or not shown; & = joins results of further samples; [ ] = remark or other dose. Unless noted, calls follow the shape of the dose curve; as a rule, active = well fitted curve in the direction sought with a large enough effect; inconclusive = small, poorly fitted or top-dose-only effect, or another doubt; inactive = no such curve, though single readings can be large; an effect the other way counts as inactive or inconclusive.

Labels used below: A = PGK inhibitor; B = GLS inhibitor; C = Pin1 inhibitor; D = PI4K2A block; E = G9a block; F = HP1b binding inh; G = BAZ2B inh; H = ERG-DNA inh; I = JMJD2A Tudor inh
ClCC1=Nc2ccccc2Cc2ccccc21
  A = 8%	B = u	C = 16%	D = 7	E = x	F = -9%	G = x	H = -9%	I = u
Cc1cccn2cc(-c3ccc(S(=O)(=O)N4CCCCC4)cc3)nc12
  A = -3%	B = -4%	C = u	D = -5	E = x	F = 23%	G = 1%	H = -6%	I = -26%
O=C(c1ccc(Br)s1)N1CCN(C/C=C/c2ccccc2)CC1
  A = i	B = 2%	C = 8%	D = -5	E = -48%[2.33 µM]	F = -1%	G = u	H = -3%	I = -32%
O=C(NCC1CCCO1)c1cc2c([nH]c3ccccc32)c(-c2cccc(Br)c2)n1 (stereo unspecified)
  A = 1%	B = 3%	C = 41%[activator]	D = -2	E = u	F = 49%[activator]	G = -28%	H = -1%	I = -10%
CN1CCN(C(c2ccccc2)c2nnnn2Cc2ccccc2)CC1 (stereo unspecified)
  A = -7%	B = 11%	C = -6%	D = 1	E = 20%[59 µM]	F = 14%	G = 6%	H = 5%	I = -8%
C=CCn1c(-c2cc3cccc(OC)c3o2)n[nH]c1=S
  A = -13%	B = u	C = -5%	D = -8	E = 6.3µM*	F = 29%	G = u	H = -7%	I = 40µM*
Cc1ccc(-c2csc(N3CCN(S(=O)(=O)c4ccc5c(c4)NC(=O)CO5)CC3)n2)cc1
  A = i	B = 0%	C = 3%	D = -1	E = -15%	F = 9%	G = -27%	H = 5%	I = -23%
COc1ccccc1C(=O)NNC(=O)CCN1C(=O)/C(=C\c2ccccc2)SC1=S
  A = -9%	B = 5%	C = 0%	D = -10	E = -12%	F = 26%	G = 0%	H = -3%	I = -27%
Cc1ccccc1C(=O)N1CCN(C(c2ccccc2)c2ccccc2)CC1
  A = -6%	B = -9%	C = -1%	D = 3	E = -18%[59 µM]	F = 34%	G = -25%	H = -12%	I = -22%
O=c1oc2ccccc2cc1-c1nnc(-c2cccc(Br)c2)o1
  A = -4%	B = -1%	C = 0%	D = 3	E = -4%	F = 42%[activator]	G = 6%	H = -7%	I = 2%
CCOc1cc(CNC(=O)c2ccc3c(c2)nc2n3CCCCC2)ccc1OC
  A = i	B = 3%	C = -1%	D = -3	E = 17%[59 µM]	F = 17%[57 µM]	G = 15%	H = 6%	I = -17%
O=C(CCC(=O)NNC(=O)Nc1ccc(Cl)cc1)NCc1ccccc1
  A = -6%	B = 8%	C = 2%	D = -2	E = 18%[59 µM]	F = 1%	G = 6%	H = 1%	I = -4%
O=[N+]([O-])c1ccc2nc(SCc3cn4cc(Cl)ccc4n3)[nH]c2c1
  A = u	B = 5%	C = u	D = -8	E = u	F = -7%	G = -37%	H = -4%	I = u
CCNc1nc(NC(C)CC)nc(Oc2ccc(OCC)nn2)n1 (stereo unspecified)
  A = -9%	B = -2%&9%	C = -3%&-3%	D = 1&-2	E = 5%[59 µM]	F = 25%&32%	G = 4%&3%	H = -12%&6%	I = -29%&1%
Cc1ccc(C2(C)NC(=O)N(CC(=O)N3CCN(S(=O)(=O)c4ccccc4[N+](=O)[O-])CC3)C2=O)cc1 (stereo unspecified)
  A = -5%	B = -7%	C = 4%	D = 3	E = x	F = 31%	G = x	H = -3%	I = -4%
Cc1ccc(Cn2c(CN(C)Cc3ccccc3)nc3c2c(=O)n(C)c(=O)n3C)cc1
  A = i	B = 7%	C = 19%	D = -4	E = 9%[2.33 µM]	F = 32%	G = -8%	H = -4%	I = -25%
CC(=O)c1sc(NC(=O)CN2C(=O)NC3(CCCC3)C2=O)nc1-c1ccccc1
  A = -5%	B = -21%	C = 2%	D = 1	E = 0%[0.501 µM]	F = 10%	G = 5%	H = 4%	I = -19%
COc1ccc(Cl)cc1NC(=O)/C=C/C(=O)O
  A = 0%	B = 8%	C = -14%	D = 3	E = u	F = 41%[activator]	G = -15%	H = 13%	I = -18%
COc1cc(/C=C/C(=O)NNC(=O)c2cccc(S(=O)(=O)N(C)C)c2)cc(OC)c1OC
  A = i	B = 20%	C = -1%	D = 6	E = -38%	F = 45%[activator]	G = 0%	H = 3%	I = -10%
CCc1nn(CC(=O)NCCN2CCN(C)CC2)c(=O)c2cc3occc3n12
  A = -16%	B = 14%	C = -2%	D = 3	E = -18%[2.33 µM]	F = 10%	G = 45%[activator]	H = -5%	I = -9%
O=c1cc(O)c(-c2ccccc2)c(Cl)[nH]1
  A = -2%	B = 7%	C = 1%	D = -6	E = 0%[59 µM]	F = 25%	G = 2%	H = -3%	I = 5%
COc1ccc(C(c2c(O)nc(SC)n(C)c2=O)c2c(O)nc(SC)n(C)c2=O)cc1O
  A = -4%	B = -1%	C = 1%	D = 2	E = 16µM*	F = 47%[activator]	G = -15%	H = x	I = -4%
CN(Cc1ccccc1F)c1ncnc2sccc12
  A = 3%	B = 1%	C = 4%	D = 8	E = 1%	F = 59%[activator]	G = 7%	H = -1%	I = 13%
COC(=O)CS(=O)(=O)c1ccc(C)cc1
  A = -8%	B = 2%	C = 3%	D = 1	E = 6%[59 µM]	F = 8%	G = -3%	H = -4%	I = -8%
O=C(Cc1cccs1)NCc1cccnc1
  A = 7%	B = 11%	C = -1%	D = 2	E = x	F = 18%	G = 1%	H = 0%	I = -14%
Cc1ccc(CNS(=O)(=O)c2c(C)[nH]c(C)c2C(=O)N2CCCC2)cc1
  A = -9%	B = -2%	C = 1%	D = -7	E = -3%	F = 36%	G = -19%	H = 10%	I = -17%
Clc1cccc(-n2ncc3c(N4CCCCCC4)ncnc32)c1
  A = -3%	B = 1%	C = -1%	D = 0	E = 11%[59 µM]	F = 65%[activator]	G = 56%[activator]	H = 0%	I = 32%
CCCCNc1nc2ccccc2[nH]1
  A = -13%	B = 12%	C = -1%	D = 1	E = 11%[59 µM]	F = 36%	G = 16%	H = -2%	I = 10%
COc1ccc2cc(CCNC(=O)C(C)C)c(=O)[nH]c2c1
  A = i	B = 0%	C = -6%	D = -7	E = 8%[59 µM]	F = 24%	G = -3%	H = 0%	I = -11%
O=C(NCCC1=CCCCC1)C(=O)NCC1OCCCN1S(=O)(=O)c1ccccc1 (stereo unspecified)
  A = 4%	B = 10%	C = -10%	D = -1	E = 4%[59 µM]	F = 28%	G = 0%	H = -1%	I = -3%
O=C(NC1CCCC1)C(c1cccnc1)N(C(=O)c1csnn1)c1ccc(F)cc1 (stereo unspecified)
  A = -7%	B = -12%	C = -5%	D = -10	E = 31%	F = 19%	G = 25%	H = -4%	I = -1%
COc1ccc(OC)c(NC(=O)COC(=O)CSc2ccc(Cl)cc2)c1
  A = i	B = -1%	C = -2%	D = -18	E = 7%[59 µM]	F = 45%[activator]	G = -9%	H = 6%	I = 3%
COc1ccc(NC(=O)N2CCCC(C(=O)NCc3ccccc3F)C2)cc1 (stereo unspecified)
  A = -3%	B = 5%	C = 10%	D = 0	E = 17%	F = -21%	G = 8%	H = 2%	I = -18%
CS(=O)(=O)c1ccc(NS(=O)(=O)c2ccc3ccccc3c2)cc1
  A = -2%	B = 3%	C = 2%	D = 5	E = -37%	F = 51%[activator]	G = -3%	H = -2%	I = -4%
CCN1CCN(CC(O)COc2ccc(C(C)=O)cc2)CC1 (stereo unspecified)
  A = i	B = -3%	C = 5%	D = -3	E = 50µM*	F = 52%[activator]	G = 2%	H = 16%	I = -30%
Cc1c(NC(=O)C(C)OC(=O)c2cc(Cl)nc(Cl)c2)c(=O)n(-c2ccccc2)n1C (stereo unspecified)
  A = -11%	B = -2%	C = -2%	D = -1	E = 14%[59 µM]	F = 15%	G = 9%	H = -8%	I = -16%
CCCC[C@H]1COCCS(=O)(=O)N1Cc1ccccc1F
  A = -3%	B = -2%	C = -8%	D = 4	E = 1%	F = 50%[activator]	G = 11%	H = 9%	I = -4%
CN(C)c1ccc(C(=O)OCC(=O)NC2CCCCCC2)cc1
  A = i	B = 2%	C = 3%	D = 2	E = -4%	F = 13%	G = x	H = -9%	I = -18%
CN(C(=O)c1ccc2c(c1)N(Cc1cccc(Cl)c1)C(=O)c1ccccc1S2=O)C1CCCCC1 (stereo unspecified)
  A = 3%	B = -9%	C = 11%	D = -3	E = -26%[59 µM]	F = 4%	G = -11%	H = -5%	I = -29%

One compound at a time, as listed above. Order of screens: PGK inhibitor	GLS inhibitor	Pin1 inhibitor	PI4K2A block	G9a block	HP1b binding inh	BAZ2B inh	ERG-DNA inh	JMJD2A Tudor inh
O=C(Cc1cccs1)NCc1cccnc1 in the list: 7%	11%	-1%	2	x	18%	1%	0%	-14%
COc1ccc(C(c2c(O)nc(SC)n(C)c2=O)c2c(O)nc(SC)n(C)c2=O)cc1O in the list: -4%	-1%	1%	2	16µM*	47%[activator]	-15%	x	-4%
CN(Cc1ccccc1F)c1ncnc2sccc12 in the list: 3%	1%	4%	8	1%	59%[activator]	7%	-1%	13%
ClCC1=Nc2ccccc2Cc2ccccc21 in the list: 8%	u	16%	7	x	-9%	x	-9%	u
